Avidin fluor: avidin bead compound fluorescence profile; Avidin beads, compound fluorescence 488/530 nm, flow cytometry; hits give high values; 0.38% of 220,000 active; fluorescence (KMESF) at 10 µM; in the data active = fluorescence above about 47; also: inactives centre near 10
HRas wt GTP bind: modulators of GTP binding to human HRas wildtype; GST-Ras wt beads, Bodipy-FL-GTP binding, flow cytometry; actives lie on both sides; 0.14% of 190,000 active; GTP binding activity, % at 10 µM;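 active = GTP binding activity at least 20% away from the 100% baseline, either lowered as inhibitor or raised as activator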;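 also: 0% = unlabeled GTP competition control and 100% = no-compound control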
Target sequence (P01112 whole entry, looked up): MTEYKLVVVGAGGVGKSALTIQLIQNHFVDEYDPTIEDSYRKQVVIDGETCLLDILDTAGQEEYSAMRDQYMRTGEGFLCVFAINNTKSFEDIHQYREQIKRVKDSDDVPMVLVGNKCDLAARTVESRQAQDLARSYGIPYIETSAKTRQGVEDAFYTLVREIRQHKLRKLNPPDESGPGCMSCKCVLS
Rab2A wt mod: changes GTP binding to wildtype dog Rab2A, up or down. P61105. GST-Rab2 wt beads, Bodipy-GTP binding, flow cytometry. GTP binding activity, % at 10 µM. 0.19% of 190,000 active. AID 760;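 active = GTP binding activity at least 20 points away from 100%, either lowered or raised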;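 also: 0% = beads with excess unlabeled GTP and 100% = no-compound control corrected for plate trend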
GSH fluor: compound fluoresces at 488/530 nm on GSH beads. GSH beads flow cytometry, compound fluorescence 488/530 nm; hits give high values. AID 1776. 0.25% of 190,000 active. fluorescence (KMESF) at 10 µM; in the data active = fluorescence above about 89;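 also: glutathione beads carrying GST-tagged Bcl family fusion proteins plus one bare bead set; values are compound well signal with DMSO vehicle wells as background; inactives centre near 16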
Mcl1-Bid inh: Mcl-1/Bid interaction inhibition; Q07820; TR-FRET Mcl-1/Bid-Dy647 peptide binding, 1536-well; inhibition, % at 21.7 µM; 0.97% of 220,000 active;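 active = compounds that cut the binding signal by more than half at the single screening dose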;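 also: His-tagged Mcl-1 with europium anti-His antibody binding Bid BH3 peptide; 0% = Mcl-1 plus peptide wells and 100% = peptide-only wells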
Target sequence (Q07820 whole entry, looked up): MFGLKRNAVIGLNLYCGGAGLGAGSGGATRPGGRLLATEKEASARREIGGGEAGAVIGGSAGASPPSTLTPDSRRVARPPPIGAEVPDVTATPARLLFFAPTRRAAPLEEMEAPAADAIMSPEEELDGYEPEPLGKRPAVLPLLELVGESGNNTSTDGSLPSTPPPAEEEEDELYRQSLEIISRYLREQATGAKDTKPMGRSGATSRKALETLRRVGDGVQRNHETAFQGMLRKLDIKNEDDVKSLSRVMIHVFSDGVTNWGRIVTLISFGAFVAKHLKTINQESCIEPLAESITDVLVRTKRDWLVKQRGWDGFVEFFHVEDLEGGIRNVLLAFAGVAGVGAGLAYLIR
Cdc42 wt: changes GTP binding to wildtype human Cdc42 | P60953 | GST-Cdc42 beads, Bodipy-GTP binding, flow cytometry; actives lie on both sides | percent activity (GTP binding), % at 10 µM | 0.2% of 190,000 active | AID 761;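 active = percent activity GTP binding at least 20 points away from the 100% baseline, either down as inhibitor or up as activator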;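 also: median bead fluorescence of bound Bodipy-FL-GTP at 100 nM; 0% = excess unlabeled GTP control and 100% = no compound control; below 100% means less GTP binding so inhibitor and above means activator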
Target sequence (P60953 whole entry, looked up): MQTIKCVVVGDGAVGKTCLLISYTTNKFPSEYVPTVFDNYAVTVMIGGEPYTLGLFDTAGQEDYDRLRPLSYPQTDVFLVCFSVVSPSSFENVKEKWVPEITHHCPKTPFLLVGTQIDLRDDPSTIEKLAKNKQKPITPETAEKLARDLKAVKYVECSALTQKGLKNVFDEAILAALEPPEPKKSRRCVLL
Rac1 mut GTP: modulators of GTP binding to human Rac1 activated mutant; GST-Rac1 activated beads, fluorescent GTP binding, flow cytometry; actives lie on both sides; 100% means binding = to untreated wells; 0.11% of 190,000 active; percent activity (GTP binding), % at 10 µM;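 active = GTP binding at least 20 percentage points away from the 100% baseline, in either direction, so actives lie on both sides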
Pf gamet viab: kills late stage P. falciparum gametocytes; P. falciparum stage V gametocytes, ATP luminescence, 24 h; inhibition, % at 10.9 µM; 0.065% of 150,000 active; AID 743093;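 active = inhibition above the mean plus 3 SD of compounds within the control limits, set per campaign, cut at about 38% in these data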;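 also: 0% = DMSO wells and 100% = medium only without gametocytes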
Rab7 wt GTP bind: modulators of GTP binding to dog Rab7 wildtype GTPase; GTP binding activity (percent of control), % at 10 µM; GST-Rab7 beads, fluorescent GTP binding, flow cytometry; actives lie on both sides; untreated = 100%, excess cold GTP = 0%; AID 758; 0.055% of 190,000 active;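 active = fluorescent GTP binding to Rab7 beads changed by at least 20 points from the 100% baseline, either direction, mostly lower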;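 also: median green fluorescence of bound Bodipy-FL-GTP per Rab7 bead population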
Mcl1 Noxa PPI: disrupts binding of human Mcl-1 to Noxa peptide; Q07820; inhibition, % at 21.7 µM; TR-FRET Mcl-1/Noxa peptide binding, 2 h; 1.5% of 220,000 active;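 active = compounds that cut the protein-peptide binding signal by more than 50% relative to plate controls in a single-dose test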;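 also: His-tagged Mcl-1 with rhodamine Noxa BH3 peptide and terbium anti-His antibody; 0% = Mcl-1 plus Noxa peptide wells and 100% = peptide-only wells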
Rac1 wt modul: human Rac1 wildtype GTP binding, inhibitors and activators; P63000; GST-Rac1 beads, fluorescent GTP binding, flow cytometry; actives lie on both sides; 0 = cold GTP competed, 100 = untreated; GTP binding activity (% of control), % at 10 µM; 0.27% of 190,000 active; AID 757;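 active = GTP binding activity at least 20 points away from the 100% control level, either lower or higher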
Numbers without * were called inactive; . = no result given.

SMILES	Avidin fluor	HRas wt GTP bind	Rab2A wt mod	GSH fluor	Mcl1-Bid inh	Cdc42 wt	Rac1 mut GTP	Pf gamet viab	Rab7 wt GTP bind	Mcl1 Noxa PPI	Rac1 wt modul
Cc1cc(S(=O)(=O)N2CCN=C2c2ccccc2)c(Cl)cc1Cl	3	102	100	10	0	100	97	-15	103	2	102
C=CCn1c(SC(C)C(N)=O)nc2sc(CC)cc2c1=O (centres undefined)	22	95	95	9	-6	96	97	6	92	1	98
CC(C)(C)c1ccccc1NC(=O)c1cccnc1	7	104	100	40	-24	103	97	.	104	-8	108
C=CCc1ccccc1OCC(O)CNC(C)C (centres undefined)	7	102	99	20	3	105	103	.	97	8	103
S=C(NCCN1CCOCC1)N/N=C/c1ccccc1	9	102	101	50	-114	102	99	.	103	-4	108
O=C(COc1ncnc2ccccc12)Nc1ccc(Cl)c([N+](=O)[O-])c1	14	99	99	10	-11	99	97	-28	102	10	103
Cc1cc(NC(=O)Nc2cc(C)nn2-c2ccccc2)n(-c2ccccc2)n1	19	101	100	37	-33	105	99	6	100	9	110
Cc1nn(C)cc1CN(C)C(=O)c1cc(-c2ccccc2)nc2ccc(Br)cc12	25	95	97	57	-11	99	96	-15	96	-2	97
O=[N+]([O-])c1ccccc1CN1CCN(Cc2c[nH]c3ccccc23)CC1	28	96	98	60	9	100	94	-18	97	41	96
C=C(C)c1cccc(C(C)(C)NC(=O)N2CCCC(C)C2)c1 (centres undefined)	8	99	99	20	2	98	99	-4	101	20	105
CC1=NN(c2ccc(Cl)cc2)C(=O)/C1=C\c1cccn1-c1ccc(S(N)(=O)=O)cc1	3	94	95	10	-9	96	99	-5	96	1	99
Cc1cccc(OCc2nnc(SCC(=O)Nc3cccc(C(=O)N4CCOCC4)c3)n2C)c1C	5	100	99	10	11	103	99	10	99	18	102
COc1ccc(C(=O)Nc2nc(C)cc(C)n2)cc1	13	96	99	9	-29	95	96	4	102	-1	97
O=C(CSc1ccc2nnc(-c3ccccn3)n2n1)NCc1ccco1	3	94	94	19	-30	96	95	.	96	26	96
O=C(/C=C/C=C/c1ccccc1)CC1(O)C(=O)N(CCc2ccccc2)c2ccccc21 (centres undefined)	14	98	94	44	-2	94	87	-29	99	2	93
O=C(N/N=C/c1ccncc1)c1ccccc1[N+](=O)[O-]	9	102	102	13	-10	104	100	.	96	3	103
CCOc1cc(N2CCOCC2)c(OCC)cc1NC(=O)COC(=O)[C@@H]1CCCN1S(=O)(=O)c1ccccc1F	10	99	101	12	-37	98	97	.	107	2	103
C#CC(C)(CC)NC(=O)Cn1nnc(-c2ccc(S(C)(=O)=O)cc2)n1 (centres undefined)	9	105	102	11	-3	106	102	3	105	4	114
Cc1cc(C)cc(OC(C)c2ccnc3nc(/N=C/N(C)C)nn23)c1 (centres undefined)	15	99	97	34	-2	99	96	.	101	6	102
Cc1cc(C)nc(NC(=O)/C=C/c2ccc(Cl)cc2Cl)c1	10	97	97	34	10	95	93	.	96	14	97
O=S(=O)(NCC(c1ccco1)N1CCOCC1)c1ccc(Cl)cc1 (centres undefined)	4	100	101	9	-5	103	99	-4	98	9	105
Cc1cccc(C)c1OCC(O)CN1CCC(CN2C(=O)c3cccc4cccc(c34)C2=O)CC1 (centres undefined)	8	102	103	35	3	103	102	.	100	-1	103
Cc1nn(C)c(C(=O)Nc2ccn(Cc3ccccc3F)n2)c1[N+](=O)[O-]	8	97	98	50	-40	99	99	.	97	-1	102
CNc1ccccc1-c1nc2ccccc2n(C)c1=O	10	101	101	11	-24	103	100	12	101	1	111

Part of the list above, reduced to Rac1 mut GTP and Rab2A wt mod.
compound | Rac1 mut GTP | Rab2A wt mod
Cc1cccc(C)c1OCC(O)CN1CCC(CN2C(=O)c3cccc4cccc(c34)C2=O)CC1 (centres undefined) | 102 | 103
Cc1nn(C)c(C(=O)Nc2ccn(Cc3ccccc3F)n2)c1[N+](=O)[O-] | 99 | 98
CNc1ccccc1-c1nc2ccccc2n(C)c1=O | 100 | 101

The listing continues.
SMILES	Avidin fluor	HRas wt GTP bind	Rab2A wt mod	GSH fluor	Mcl1-Bid inh	Cdc42 wt	Rac1 mut GTP	Pf gamet viab	Rab7 wt GTP bind	Mcl1 Noxa PPI	Rac1 wt modul
CCN1C(=O)/C(=C2\C=Cc3ccccc3N2CC)SC1=S	11	101	98	33	-15	103	100	.	101	4	106
CN1/C(=C\C(=O)CSc2nncn2C)C(C)(C)c2ccccc21	10	100	100	12	-44	101	101	2	99	2	105
Cc1ccc(-c2ccc(CO)o2)cc1N	10	100	101	12	-23	96	94	18	107	8	100
CCCCOc1ccc(/C=C2/Sc3ccccc3C2=O)cc1	21	100	101	15	-16	101	98	.	97	-19	101
O=C1CN(C(=S)Nc2ccccc2Cl)CCN1	22	95	96	6	41	96	95	-10	96	28	96
CSc1ccc(/C=C/C(=O)Nc2ccccc2)cc1	13	95	98	11	-8	97	93	12	93	3	96
COc1ccccc1N1CCN(C(=O)C(F)F)CC1	20	101	102	33	-36	101	100	.	102	-2	108
CC(NC(=O)c1ccccc1)C(=O)N/N=C/c1ccccc1 (centres undefined)	11	91	93	12	-2	87	90	-27	95	6	90
CCCC(=O)NC(=S)Nc1ccc(S(=O)(=O)Nc2ccc(OCC)cc2)cc1	12	99	99	12	-12	101	99	14	94	19	102
COCCNC(=S)N1CCN(c2cccc(C(F)(F)F)c2)CC1	11	98	98	13	-50	98	100	9	106	-4	103
O=C(NCc1cccs1)C1CCN(S(=O)(=O)c2cccs2)CC1	17	100	102	21	-4	104	99	-12	98	15	105
O=C(Nc1cccc(S(=O)(=O)N2CCCCC2)c1)c1ccccc1NS(=O)(=O)c1ccc(F)cc1	11	96	94	21	-10	98	95	.	98	12	98
CC(=O)C(C)Oc1cc(C)cc2oc(=O)c(C)c(C)c12 (centres undefined)	12	103	103	15	3	106	101	14	99	19	104
CCOc1ccc(NC2OCC(O)C(O)C2O)c([N+](=O)[O-])c1 (centres undefined)	10	93	92	11	-39	89	88	-7	93	0	87
COc1ccc(NC(=O)CCNS(=O)(=O)c2cccc3nsnc23)cc1OC	11	101	98	23	-5	100	100	-18	102	12	105
N#Cc1ccsc1NC(=O)CSc1ncn[nH]1	18	97	97	34	-19	96	92	-11	95	3	97
Cc1noc(C)c1C(=O)N(CC(=O)NC1CCCC1)Cc1ccccc1F	7	99	95	41	-13	100	97	.	94	-17	100
COc1c(F)c(F)c(C(=O)Nc2ccc(N3CCN(Cc4ccccc4)CC3)cc2)c(F)c1F	6	99	102	10	-42	104	102	-4	100	4	111
C/C(=N\NC(=S)NCCc1ccccc1)c1ccc(Cl)cc1	4	96	92	5	-64	94	94	12	93	10	96
COc1ccc(CCNC(=O)C(=O)NCCOc2ccccc2Cl)cc1OC	4	101	97	9	-12	102	99	.	98	5	103
COC(=O)c1c(C)[nH]c(C(=O)CC#N)c1C	10	96	97	12	-24	97	97	-2	98	-8	97
CC(=O)Nc1cccc(NC(=O)CSc2ccc(-c3cccnc3)nn2)c1	8	92	92	10	-26	90	91	-2	99	11	91
Cc1ccc(NC(=O)Cn2nc(-c3ccccc3)nc2-c2ccccc2)c(C)c1	18	101	102	16	-24	105	101	.	104	-6	104
CC(NS(=O)(=O)c1ccccc1)C(=O)Nc1ccc(S(N)(=O)=O)cc1 (centres undefined)	18	96	98	30	5	97	96	.	100	14	97

Look-ups from the entries so far.
In Avidin fluor, CC1=NN(c2ccc(Cl)cc2)C(=O)/C1=C\c1cccn1-c1ccc(S(N)(=O)=O)cc1 has the entry 3
In Rac1 mut GTP, COc1ccccc1N1CCN(C(=O)C(F)F)CC1 has the entry 100

Following part
SMILES	Avidin fluor	HRas wt GTP bind	Rab2A wt mod	GSH fluor	Mcl1-Bid inh	Cdc42 wt	Rac1 mut GTP	Pf gamet viab	Rab7 wt GTP bind	Mcl1 Noxa PPI	Rac1 wt modul
CC(=O)c1c[nH]c(C(=O)NCC2CCCO2)c1 (centres undefined)	7	98	97	35	6	99	99	5	101	5	104
COc1ccc(CN2C(=O)c3ccccc3C2=O)cc1C(=O)Nc1ccccc1N1CCOCC1	25	97	95	13	0	97	97	.	96	13	99
CCCCn1nc2cc(C(=O)NC3CCc4ccccc43)ccc2c1OCC (centres undefined)	7	99	98	61	-34	99	96	-28	101	4	99
Cc1cc(C)c2nc(-c3ccccn3)cc(C(=O)Nc3ccc(S(=O)(=O)Nc4onc(C)c4C)cc3)c2c1	9	96	100	15	-7	90	92	.	104	79*	94
CC1(C)CC(=O)C2=C(C1)NC(=O)CC2c1ccc(N(CCC#N)CCC#N)cc1 (centres undefined)	11	106	105	14	-11	108	101	-8	105	3	111
CCCc1cc(=O)oc2cc(C)c(CN3CCCC3)c(O)c12	9	103	103	9	-40	102	100	.	103	36	108
CCOC(=O)C1(Cc2cccc(Cl)c2)CCCN(C(=O)CCOC)C1 (centres undefined)	6	98	98	11	-26	100	99	-25	95	-5	101
Brc1ccc(OCCOc2cccc3cccnc23)cc1	7	106	104	12	-26	106	102	.	101	9	104
CC1=C(C(=O)OCc2ccccc2)C(c2ccc3ccccc3c2)NC(=O)N1CCCCCC(=O)O (centres undefined)	12	99	96	18	12	103	96	.	98	2	103
CCN(C(=O)CN1CCN(c2ccc(OC)cc2)CC1)c1c(N)n(Cc2ccccc2)c(=O)[nH]c1=O	5	100	98	49	-23	100	100	-13	98	6	103
COC(=O)CC1C(=O)NCCN1C(=O)CSc1nnc(Nc2ccc(C)cc2)s1 (centres undefined)	17	99	100	260*	-74	102	98	-14	100	5	98
Cn1c(=O)c(C(=O)CN2CC(=O)Nc3ccccc32)c(N)n(Cc2ccccc2)c1=O	25	94	97	23	-43	96	95	5	102	-17	93
Cc1ccccc1NC(=O)Cn1c(=O)n(Cc2ccccc2)c(=O)c2c(C)c(C)sc21	1	96	95	7	10	95	98	13	93	12	96
COc1ccc(-n2c(Cc3cccn3C)nnc2SCC(=O)NC2CCCCC2)cc1	26	102	102	14	-17	104	99	.	104	-2	104
CCOc1cc(/C=N/NC(N)=O)cc(Br)c1OCc1ccccc1F	12	99	99	15	-14	101	97	1	99	9	101
CCOc1ccc(CC(=O)Nc2sc(Cc3ccccc3)cc2C(N)=O)cc1OCC	27	100	100	24	5	102	99	.	98	-56	105
O=Cc1cn(CC(=O)N2CCCc3ccccc32)c2ccccc12	7	100	98	15	0	102	99	-13	95	-4	100
COc1cc(CN2CCC(N3CCC(C(=O)N4CCCC4)CC3)CC2)cc2c1OCO2	1	93	95	15	-19	94	88	.	91	-11	93
O=C1OCCC1Sc1nc2ccccc2s1 (centres undefined)	15	97	98	36	-9	97	98	-33	94	17	99
CCC(=O)NC(Nc1c(C)n(C)n(-c2ccccc2)c1=O)C(Cl)(Cl)Cl (centres undefined)	11	100	99	18	-21	97	96	6	103	15	101
CCOC(=O)C1Sc2ccccc2NC1=O (centres undefined)	39	95	93	9	0	94	95	.	94	2	98
CC(C)CC(=O)N1CCN(S(C)(=O)=O)CC1	25	99	98	11	-9	98	99	.	98	11	96
Nc1cc(Br)c(N)c(Br)c1	30	102	102	23	-42	101	98	-15	98	24	106
O=[N+]([O-])c1ccc(CN2CCSCC2)cc1	10	96	98	12	1	97	98	.	99	9	100

Assay outcomes (PubChem)
